# aGal spleen mod = alpha-galactosidase A (human) modulation; P06280; human spleen homogenate, 4MU-alpha-Gal fluorescence, 40 min; Potency, µM (titrated, usually from 80 µM), inactives show at the top dose activity change, negative = inhibition, most hits filed as inhibitors; hit rate 0.008% among 240,000; AID 2107;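 note: potency is the fitted concentration of half-maximal effect; 0% = enzyme with vehicle and -100% = no enzyme basal signal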
# Target sequence (P06280 32-429 limits assumed): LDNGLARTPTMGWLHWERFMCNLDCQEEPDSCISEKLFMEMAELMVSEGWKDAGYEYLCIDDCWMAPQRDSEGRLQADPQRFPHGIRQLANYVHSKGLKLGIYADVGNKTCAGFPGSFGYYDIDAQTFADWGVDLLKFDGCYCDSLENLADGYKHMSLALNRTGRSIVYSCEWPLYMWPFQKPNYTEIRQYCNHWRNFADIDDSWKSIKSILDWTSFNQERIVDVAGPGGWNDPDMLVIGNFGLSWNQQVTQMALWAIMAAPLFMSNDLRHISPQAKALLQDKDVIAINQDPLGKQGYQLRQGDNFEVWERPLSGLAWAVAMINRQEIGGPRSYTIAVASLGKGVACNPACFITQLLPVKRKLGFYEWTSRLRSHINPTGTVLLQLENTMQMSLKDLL
#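 Spleen homogenate 1 ug + cpd (titration) + 4-MU-alpha-D-galactopyranoside 1 mM; 37C 40 min; 50 mM citrate/phosphate pH 5.0, 0.01% Tween-20; stop pH 10; fluorescence 365/440; AC50 via Hill.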
# Luc counter = counter-screen: inhibitors of Kinase-Glo firefly luciferase; Kinase-Glo luciferase, ATP luminescence, 8 min; Potency, µM (highest dose often 38.3 µM), inactives show top-dose activity change, negative = inhibition, usual class: inhibitors; hit rate 0.28% among 200,000; note: potency is the fitted concentration of half-maximal effect; % is set by controls: 0 for no effect and ±100 for the full control effect; nearly all actives have a fitted effect of over 60% in size
#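 Compound is pinned into ATP-containing buffer (10 uM ATP, imidazole pH 7.2, 7 mM MgCl2). Kinase-Glo luciferase reagent is then added. Light output is recorded following an 8-min room-temperature incubation.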
# NPSR antag = blocks cAMP signaling of the human neuropeptide S receptor. Q6W5P4. CHO-NPSR cells, cAMP TR-FRET, antagonist mode. Potency, µM (titrated, usually from 38.3 µM), for the others: top-dose activity change, negative = inhibition, usual class: inhibitors. hit rate 1% among 220,000. AID 1461; note: potency is the fitted concentration of half-maximal effect; % is set by controls: 0 for no effect and ±100 for the full control effect; nearly all actives have a fitted effect of over 50% in size; many of its hits are not listed in these tables
# Target sequence (Q6W5P4 whole entry, looked up): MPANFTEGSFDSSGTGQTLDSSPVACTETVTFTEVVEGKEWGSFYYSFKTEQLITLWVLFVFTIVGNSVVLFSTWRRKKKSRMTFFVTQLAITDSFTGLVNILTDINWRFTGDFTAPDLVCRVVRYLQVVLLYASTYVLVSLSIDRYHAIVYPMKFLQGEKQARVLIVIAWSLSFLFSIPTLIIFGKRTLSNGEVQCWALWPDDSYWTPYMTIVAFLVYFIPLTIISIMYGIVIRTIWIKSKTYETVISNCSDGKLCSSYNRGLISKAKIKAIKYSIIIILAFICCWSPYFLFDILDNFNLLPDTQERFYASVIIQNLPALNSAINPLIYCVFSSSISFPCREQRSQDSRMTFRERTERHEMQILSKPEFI
# CBFb-RUNX1 inh = blocks binding between human CBF-beta and RUNX1. Q01196+Q13951. AlphaScreen CBFb-His/RUNX1-biotin binding, biochemical. Potency, µM (series often up to 59.8 µM), for inactives: at the top dose activity, negative = inhibition, most hits filed as inhibitors. 230,000 tested, under 10 active. AID 1477; note: % of control where 0% means no effect
#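 Compounds were screened at multiple concentrations against a preformed CBF-beta(His)/RUNX1(biotin) complex (30 nM of each) for 15 min at room temperature, followed by 90 min with nickel and streptavidin beads and AlphaScreen reading.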
# LMNA splice mod = modulators of lamin A splicing; HeLa LMNA splicing GFP/RFP minigene ratio, 48 h; Potency, µM (doses to about 46.1 µM), for inactives: at the highest dose ratio change, negative = inhibition, hits mostly inhibitors; hit rate 0.01% among 200,000; active = well fitted inhibition curve with a large enough effect in the signal ratio, with a control signal flat, not every such curve was filed as active; inconclusive = small, poorly fitted or top-dose-only effect, or effect the other way, or a change in a side signal; the % refers to the signal ratio; note: potency is the fitted concentration of half-maximal effect; % is set by controls: 0 for no effect and ±100 for the full control effect
#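 S3 HeLa stable clones carrying a lamin A-EGFP splicing minigene plus DsRed2 were seeded at 600 cells/well in Opti-MEM with 2% FBS, pin-dosed and incubated 48 h at 37°C. Acumen cytometry (488 nm) gave the GFP/RFP total-intensity ratio.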
# IMPase Li cell = IMPase inhibition in cells with lithium potentiation; CHO-M1 cells, IP1 TR-FRET (IP-One), carbachol + lithium; Potency, µM (top dose mostly 59.4 µM), for inactives: at the highest dose activity, negative = IMPase inhibition, most hits filed as inhibitors; hit rate 0.35% among 210,000; AID 1457;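 note: IP1 builds up when IMPase is blocked and the TR-FRET signal falls; potency is the fitted concentration of half-maximal effect; plate controls were basal vehicle for no effect and high inhibitor control for full effect; nearly all actives have a fitted effect of over 50% in size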
#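 Test compounds were applied to CHO-M1 cells previously cultured for 16–30 h at 2000 per well. A small lithium amount accompanied them; after 30 min at 37C, IP1 was quantified by TR-FRET.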
# Epigenetic derep = epigenetic control regulation, reporter derepression; murine LDR cells, GFP reporter derepression, 30 h; Potency, µM (doses to about 53.9 µM), inactives show at the top dose GFP activation, actives largely listed as activators; hit rate 0.2% among 280,000; note: potency is the fitted concentration of half-maximal effect; % of control where 0% means no effect; nearly all actives have a fitted effect of over 60% in size
#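 Derepression of a silenced CMV-GFP reporter in murine LDR cells is scored by enumerating GFP-positive cells with a laser-scanning microplate cytometer after 30 hours of treatment at 37 C.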
# Starred values were filed as active, the others as inactive; u = inconclusive; x = no result given; [ ] = another dose, or the depositor's remark. Unless noted, calls come from the whole dose curve; as a rule, active = well fitted curve in the direction sought with a large enough effect; inconclusive = small, poorly fitted or top-dose-only effect, or another doubt; inactive = no such curve, though single readings can be large; an effect the other way counts as inactive or inconclusive. A portion of the library; count on the stated rates, not on these rows.
# The line under a structure holds: aGal spleen mod	Luc counter	NPSR antag	CBFb-RUNX1 inh	LMNA splice mod	IMPase Li cell	Epigenetic derep
CCn1c(=O)cc(SCC(=O)NCCCN2CCC(C)CC2)c2ccccc21
    -13%	0%	-24%	1%	u	11%	-3.4%
Cn1nc(-c2ccc(C(=O)N3CCN(CCO)CC3)cc2)c2ccccc2c1=O
    -15%	0%	-2%[46.1 µM]	0%	18%	26%[38.3 µM]	-1.4%
Cn1cc(-c2nc3cncnc3n(Cc3ccc(F)cc3)c2=O)c2ccccc21
    2%	x	x	x	3%	8%	x
CC1CCN(Cc2csc(N)n2)CC1
    1%	-2%	-6%[46.1 µM]	-1%	4%	17%[38.3 µM]	-0.6%
COc1cc2c(cc1OC)CN(C(=O)CSc1nc(N)c(C#N)cc1C#N)CC2
    2%	2%	-6%[46.1 µM]	7%	6%	0%[38.3 µM]	-1.0%
Cc1ccccc1-n1c(-c2csc3ccccc23)n[nH]c1=S
    -5%	-2%	-15%	-7%	2%	1%	2.1%
Clc1cccc2c1CN(C1=NCCN1)C2
    6%	0%	x	6%[21.7 µM]	x	8%	-0.3%
Cc1cc(C)c2nc(/N=C(\N)NC(=O)c3ccccc3)nc(C)c2c1
    4%	x	-31%	12%	x	x	0.0%
COc1ccc(C2=CSC3=NCCN23)cc1F
    0%	-2%	3%[46.1 µM]	2%	6%	-8%[38.3 µM]	-0.9%
CN(C)c1nnnn1-c1ccc(Oc2ccccc2)cc1
    0%	3%	-8%	-13%	12%[46 µM]	u	-6.6%
Cc1c(Cl)cccc1NCC(=O)Nc1ccc(Cl)cc1F
    6%	x	u	3%	u	x	-0.9%
CCCCNCc1cc(Br)c(OCC(=O)NCc2ccccc2)c(OC)c1
    2%	-3%	-23%	3%	2%[46 µM]	5%	0.0%
CC(OC(=O)Cc1ccc(Cl)cc1)C(=O)NCCC1=CCCCC1 (configuration not stated)
    0%	0%	12%	15%	12%	7%	1.1%
CN(C)CCOC(=O)c1ccc2c(c1)S(=O)(=O)c1ccccc1C2=O
    -18%	x	28%	-18%	x	x	4.1%
COc1ccc(C(=O)NC(=S)Nc2ccc(Cl)c(C(=O)O)c2)cc1
    -18%	-1%	-18%	6%	x	-2%	-0.1%

# Later entries:
# The line under a structure holds: aGal spleen mod	Luc counter	NPSR antag	CBFb-RUNX1 inh	LMNA splice mod	IMPase Li cell	Epigenetic derep
CCN(CC)S(=O)(=O)c1cccc(C(=O)NC(C)C(c2cccs2)N2CCCC2)c1 (configuration not stated)
    -1%	-1%	-6%	11%	u	20%	-2.2%
COC(=O)Nc1nc(Sc2ncc(C(F)(F)F)cc2Cl)n[nH]1
    0%	-1%	9%	2%	7%	-7%	0.9%
O=C(CCc1ccc(S(=O)(=O)N2CCOCC2)cc1)N1CCCC1
    -1%	1%	-1%[46.1 µM]	5%	-3%	2%[38.3 µM]	1.3%
Cc1ccc(S(=O)(=O)/N=C(/NC(=S)Nc2c(C)n(C)n(-c3ccccc3)c2=O)c2ccccc2)cc1
    0%	x	-11%	0%	x	x	0.0%
C/C(=N\NS(C)(=O)=O)c1ccccc1
    -1%	-4%	-3%[46.1 µM]	2%	5%	17%[38.3 µM]	-1.0%
O=C1c2ccccc2C(=O)N1CCCCN(C(=O)c1cc2ccccc2oc1=O)c1ccc(Cl)cc1
    4%	1%	-20%	-2%	-8%	12%	-1.1%
CC(=O)CCN1CCOCC1
    -1%	1%	-3%[46.1 µM]	9%	2%	16%[38.3 µM]	-7.1%
COc1ccc(N2CCN(C(=O)c3oc4ccccc4c3C)CC2)cc1
    -3%	-1%	-16%	-20%	u	13%	2.5%
O=C(CN1CCN(Cc2ccccc2)CC1)Nc1ccc2c(c1)CCC2
    1%	-4%	2%	-9%	-18%[9.22 µM]	1%	10%
COc1cc(O)oc1C=Nc1ccc(Oc2ccccc2)cc1
    1%	-4%	-15%[46.1 µM]	-15%	2%	15%[38.3 µM]	-1.2%
CC(=O)c1sc2nc(C)c3c(c2c1N)CCCC3
    16%	x	-22%	26%	x	x	-1.4%
Cc1c(C(=O)N2CCOCC2)oc2ccc(S(=O)(=O)N3CCCCCC3)cc12
    -11%	-1%	-6%[46.1 µM]	-3%	u	-4%[38.3 µM]	0.3%
Cc1cc(NC(=O)c2cccc(S(=O)(=O)N3CCCCCC3)c2)no1
    -6%	12%	-22%[46.1 µM]	-3%	-6%	5%[38.3 µM]	1.7%
CC(C)NC(=S)Nc1ccc2cn[nH]c2c1
    -5%	10%	13%	-10%	-4%	0%	0.1%
COc1ccc(OCC(O)CN(C2CCCCC2)C2CCCCC2)cc1 (configuration not stated)
    -4%	0%	-13%[46.1 µM]	-1%	3%	-8%[38.3 µM]	8.2%

# More structures.
# The line under a structure holds: aGal spleen mod	Luc counter	NPSR antag	CBFb-RUNX1 inh	LMNA splice mod	IMPase Li cell	Epigenetic derep
CC(C)C(=O)Nc1ccc(C(=O)NC2CCSC2=O)cc1 (configuration not stated)
    11%	4%	u	1%	0%	-3%[38.3 µM]	-0.7%
CN(c1cccc(NC(=O)Nc2cccc(Cl)c2)c1)S(C)(=O)=O
    -8%	0%	-20%[46.1 µM]	5%	u	-7%[38.3 µM]	-0.7%
Cc1cccc(NCc2nnc(-c3ccccc3)o2)c1C
    3%	0%	-4%	-15%	u	-3%	3.2%
O=C(Nc1ccc(Cl)cc1C(F)(F)F)c1ccccc1Cl
    1%	1%	9%	7%	-12%	14%	-1.0%
CC(=O)Nc1ccc(C(=O)OCc2ccccc2Br)cc1
    -9%	1%	-6%	17%	0%[46 µM]	5%	-0.2%
COc1ccc(-c2nnn(CC(=O)N(CC(=O)NC3CCCC3)Cc3cccs3)n2)cc1OC
    -7%	1%	-12%[46.1 µM]	2%	-3%	-4%[38.3 µM]	0.0%
CN(C)S(=O)(=O)c1ccc(C(=O)NCC(=O)N/N=C/c2ccccc2Cl)cc1
    0%	2%	9%	-1%	-1%[46 µM]	9%	2.1%
CC1CN(CCOc2ccc([N+](=O)[O-])cc2)CC(C)O1 (configuration not stated)
    0%	0%	15%	-5%	7%	-8%	-1.9%
C/C(=N/OC(=O)c1c(-c2ccccc2Cl)noc1C)c1cnccn1
    2%	6%	26%	3%	x	20%	0.9%
O=C(Nc1ccc2nccnc2c1)c1cnccn1
    3%	-8%	-5%[46.1 µM]	-2%	3%	-5%[38.3 µM]	0.8%
Cc1nonc1C1CCCN1Cc1nc(-c2ccc(F)cc2F)oc1C (configuration not stated)
    -5%	2%	21%	4%	x	7%	-2.2%
CC(C)CC(C(=O)NC(C)(C)C)N(CC1CCCO1)C(=O)c1snc(C(N)=O)c1N (configuration not stated)
    3%	3%	-10%	-1%	x	14%	8.5%
COc1ccccc1CNC(=O)CCNC(=O)Cn1ccc2ccccc2c1=O
    3%	2%	3%[46.1 µM]	6%	-7%	8%[38.3 µM]	0.0%
Cc1c(NC(=O)C(C)OC(=O)CCC2CCCC2)c(=O)n(-c2ccccc2)n1C (configuration not stated)
    3%	1%	7%	-7%	x	-3%	2.4%
CC1CCC(C(C)C)C(OCC(O)CN2CCCC(C)C2)C1 (configuration not stated)
    -2%	2%	-8%	7%	x	12%	-1.6%

# Next part:
# The line under a structure holds: aGal spleen mod	Luc counter	NPSR antag	CBFb-RUNX1 inh	LMNA splice mod	IMPase Li cell	Epigenetic derep
CCOC(=O)c1cc(-c2ccccc2)sc1NC(=O)C(C)(C)C
    2%	-1%	-6%[46.1 µM]	1%	-2%	-10%[38.3 µM]	0.1%
CCOC(=O)c1csc(NC(=O)c2ccc(N3C(=O)CCC3=O)cc2)n1
    -3%	-3%	6%	7%	-13%[46 µM]	-6%	-0.5%
O=C(Cc1ccc(S(=O)(=O)N2CCCC2)s1)Nc1nc2c(s1)CCCC2
    -23%	3%	-11%[46.1 µM]	-20%	11%	14%[38.3 µM]	-0.8%
Cc1ccc(-c2cnc(N)n2C)cc1C
    4%	7%	-19%[46.1 µM]	6%	4%	-14%[38.3 µM]	-0.7%
O=C(Cc1cccs1)N(c1ccc(Cl)cc1)C1C=CS(=O)(=O)C1 (configuration not stated)
    4%	0%	-10%[46.1 µM]	-1%	5%	-2%[38.3 µM]	7.8%
O=C(NC1CCCCC1)C1CC(O)CN1C(=O)OCc1ccccc1 (configuration not stated)
    3%	-1%	4%[46.1 µM]	5%	-5%	24%[38.3 µM]	0.0%
O=C(O)CNC(=S)N(Cc1ccccc1Cl)C1CCCC1
    -2%	x	10%	2%	x	-2%	-0.2%
Cc1[nH]c(=O)[nH]c(=O)c1S(=O)(=O)Nc1ccc(Oc2ccccc2)cc1
    5%	-2%	u	5%	-8%	-15%[38.3 µM]	-1.0%
COc1ccc(C2CC(c3cccc(Cl)c3)n3nc(N)nc3N2)cc1 (configuration not stated)
    3%	1%	-14%[46.1 µM]	3%	-14%	20%[38.3 µM]	0.0%
O=C(COC(=O)c1ccc(S(=O)(=O)N2CCOCC2)cc1)NC1CCCCCCC1
    2%	3%	6%	5%	-6%[46 µM]	-2%	-0.2%
CCCc1noc2c1/C(=N\O)CC(c1ccccc1)C2 (configuration not stated)
    -2%	-1%	-12%[46.1 µM]	3%	-17%	15%	-1.2%
O=c1c2ccccc2c2c(O)nc(-c3ccccc3)n2n1Cc1ccccc1
    1%	-4%	-14%[46.1 µM]	7%	3%	9%[38.3 µM]	2.4%
COC(=O)c1sccc1NC(=S)N1CCC(C(N)=O)CC1
    5%	-3%	29%	7%	x	-6%	2.7%
CC(C)[C@@H](CC(=O)N[C@@H]1CCCC[C@H]1C(=O)N[C@H](CC(=O)N[C@@H](CCC(=O)O)CC(=O)O)Cc1c[nH]c2ccccc12)NC(=O)C[C@H](Cc1c[nH]c2ccccc12)NC(=O)[C@@H]1CNCC[C@H]1N
    -4%	0%	x	9%	x	13%	-1.1%
Cc1cccc(NC(=O)CNC(=O)COc2ccc(C(=O)c3ccc(F)cc3)cc2)c1C
    -5%	-1%	-2%	3%	u	-2%	7.8%

# (listing goes on)
# The line under a structure holds: aGal spleen mod	Luc counter	NPSR antag	CBFb-RUNX1 inh	LMNA splice mod	IMPase Li cell	Epigenetic derep
CCOc1ccc2nc3c(cc2c1)CN(CCOC)C(=NCCOC)S3
    -1%	1%	u	-1%	11%	-24%[38.3 µM]	-2.3%
CSc1ccc(/C=C(\NC(=O)c2ccc(C)cc2)C(=O)Nc2cccc(C)c2)cc1
    8%	-2%	22%	-2%	-11%	4%	-1.0%
CC(C)OC(=O)c1c(NC(=O)Cn2cnc([N+](=O)[O-])n2)sc2c1CCCC2
    -2%	1%	-19%[46.1 µM]	8%	-6%	13%[38.3 µM]	0.0%
Fc1cccc(C2CC(c3cccc(Br)c3)Nc3nnnn32)c1 (configuration not stated)
    -19%	2%	-18%[46.1 µM]	4%	-23%	8%[38.3 µM]	0.0%

# Screening results from PubChem BioAssay.
